CYP2C9 activ: human CYP2C9 activators, primary screen, biochemical, luminescence; Cytochrome P450 2C9 (Homo sapiens), P11712; recombinant CYP2C9, luciferin-H conversion; active compounds read high; factor 1 = untreated enzyme, 0 = blocked; activation factor at 5 µM; 1.4% of 96,000 active;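 active = activation factor of 2 or more for CYP2C9 at a 5 µM dose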;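 also: 0 = sulfaphenazole-blocked wells and 1 = vehicle-only wells; values of inactives mirror those of a sister screen read the other way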
Rev-RRE block: HIV-1 Rev-RRE binding inhibitors, primary screen, biochemical, FRET, protein-RNA interaction. P05866. Rev peptide-RRE RNA binding. inhibition, % at 8 µM. 0.79% of 97,000 active. AID 704, 2007;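 active = inhibition above the screen-wide mean plus 3 SD, cut at about 35% in these data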;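 also: 0% = median DMSO wells and 100% = median Neomycin B control wells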
Target sequence (P05866 whole entry, looked up): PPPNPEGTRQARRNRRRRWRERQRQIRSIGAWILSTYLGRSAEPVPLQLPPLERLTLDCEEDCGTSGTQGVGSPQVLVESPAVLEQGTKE
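Test system: labelled RRE RNA duplex and labelled Rev peptide. Times: 5 min compound–RNA preincubation, then 15 min with peptide, 25 °C. Doses: single-dose 8 µM. Measured by: FRET, excitation 480 nm, emission 540 nm donor and 671 nm acceptor. Measure: % inhibition of FRET ratio versus controls.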
EphB4 ephrin blk: EphB4-ephrin-B2 interaction antagonists, primary screen, biochemical, TNYL-RAW peptide probe, fluorescence polarization. EphB4 LBD / TNYL-RAW-Alexa532 peptide. 0.15% of 97,000 active. inhibition, % at 7 µM;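 active = inhibition above the screen-wide mean inhibition plus 3 SD, cut at about 15% in these data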;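 also: 0% = DMSO wells and 100% = excess unlabeled TNYL-RAW peptide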
Target sequence (P54760 whole entry, looked up, the tested form may be a part): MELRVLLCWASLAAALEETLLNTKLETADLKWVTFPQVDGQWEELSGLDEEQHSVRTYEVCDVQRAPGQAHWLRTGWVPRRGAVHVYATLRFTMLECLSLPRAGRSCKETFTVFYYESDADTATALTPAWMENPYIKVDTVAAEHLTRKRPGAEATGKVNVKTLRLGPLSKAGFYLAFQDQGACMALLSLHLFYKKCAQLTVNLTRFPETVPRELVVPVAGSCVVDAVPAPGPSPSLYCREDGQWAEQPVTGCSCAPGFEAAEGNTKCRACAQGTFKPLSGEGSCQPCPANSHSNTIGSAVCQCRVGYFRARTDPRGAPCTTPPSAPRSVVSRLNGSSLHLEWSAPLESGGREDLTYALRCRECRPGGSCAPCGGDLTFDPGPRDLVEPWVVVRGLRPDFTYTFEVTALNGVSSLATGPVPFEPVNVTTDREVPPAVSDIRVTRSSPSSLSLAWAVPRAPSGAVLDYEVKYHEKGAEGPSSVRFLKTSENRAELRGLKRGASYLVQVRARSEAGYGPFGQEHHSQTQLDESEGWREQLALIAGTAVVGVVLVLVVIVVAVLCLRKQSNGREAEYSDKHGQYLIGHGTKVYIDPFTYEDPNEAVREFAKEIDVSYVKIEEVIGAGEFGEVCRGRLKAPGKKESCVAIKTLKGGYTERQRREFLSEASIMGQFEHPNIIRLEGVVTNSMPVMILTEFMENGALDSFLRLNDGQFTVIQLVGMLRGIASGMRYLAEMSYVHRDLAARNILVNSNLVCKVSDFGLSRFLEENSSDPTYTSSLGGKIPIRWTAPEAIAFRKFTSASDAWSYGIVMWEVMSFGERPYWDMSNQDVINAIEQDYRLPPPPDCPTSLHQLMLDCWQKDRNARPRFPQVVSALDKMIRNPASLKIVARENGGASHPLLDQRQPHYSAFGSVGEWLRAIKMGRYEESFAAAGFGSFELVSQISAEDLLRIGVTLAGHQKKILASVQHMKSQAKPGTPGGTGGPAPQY
CYP2C9 inh: blockers of cytochrome P450 2C9 activity – biochemical, luminescence, ADME assay, primary screen; CYP2C9 Supersomes, luciferin-H conversion; inhibition, % at 5 µM; 20% of 96,000 active; P11712;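 active = blocking of liver enzyme CYP2C9 beyond about 50% at 5 µM, limit read from the data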; also: values of inactives mirror those of a sister screen read the other way
PLK1 kinase inh: human PLK1 kinase inhibitors, primary screen, biochemical, TR-FRET | Serine/threonine-protein kinase PLK1 (Homo sapiens), P53350 | recombinant PLK1 kinase, TR-FRET peptide phosphorylation | inhibition, % at 10 µM | 0.53% of 97,000 active;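 active = inhibition of 50% or more in the single-concentration screen; inactive = inhibition below 50%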;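 also: 0% = DMSO max control and 100% = H-89 dihydrochloride min control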
PLAP activator: PLAP enzyme activators, biochemical, luminescence, HTS | activation fold at 20 µM | 1.2% of 96,000 active | purified PLAP enzyme, luminescent substrate read-out; active compounds read high | AID 696, 2007 | Alkaline phosphatase, placental type (Homo sapiens), P05187; in the data active = activation fold above about 2
Plk1 PBD FP: Plk1 polo box domain binding inhibitors, primary screen, biochemical, fluorescence polarization | Plk1 PBD phosphopeptide binding | inhibition, %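 (tested at about 20 µM)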 | 0.13% of 97,000 active; in the data active = inhibition above about 34%, passing the limit was not always enough
CYP2C19 activ: human CYP2C19 activators, primary screen, biochemical, luminescence; Cytochrome P450 2C19 (Homo sapiens), P33261; recombinant CYP2C19, luciferin-H EGE luminescence; active compounds read high; 0 = fully inhibited enzyme, 1 = untreated enzyme; activation factor at 5 µM; 96,000 tested, under 10 active; AID 1025, 2008;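 active = activation factor of at least 2 at 5 µM in the primary screen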;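 also: 0 = wells with 2.5 mM tranylcypromine and 1 = vehicle-only wells; values of inactives mirror those of a sister screen read the other way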
CYP2C19 inh: blockers of cytochrome P450 2C19 activity – biochemical, luminescence, ADME assay, primary screen. CYP2C19 Supersomes, luciferin-H EGE luminescence, 30 min. inhibition, % at 5 µM. 21% of 96,000 active. AID 778, 2007;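 active = CYP2C19 inhibition above a set limit at 5 µM in the primary screen, cut at about 50% in these data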;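 also: plate controls were negative control wells for no effect and 2.5 mM tranylcypromine positive control for full effect; values of inactives mirror those of a sister screen read the other way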
* hit, by the source's call; x = no result given; [ ] = another dose, or the depositor's remark.

# | structure | CYP2C9 activ | Rev-RRE block | EphB4 ephrin blk | CYP2C9 inh | PLK1 kinase inh | PLAP activator | Plk1 PBD FP | CYP2C19 activ | CYP2C19 inh
1 | Cc1cc(C(F)(F)F)n(-c2nc(C(=O)Nc3ccccc3Oc3ccccc3)cs2)n1 | 0.6 | 11 | -1 | 41 | -23 | 0.9 | -20 | 0.9 | 5
2 | COc1ccc(S(=O)(=O)Nc2ccc(S(=O)(=O)N3CCOCC3)cc2)cc1 | 0.1 | 4 | -15 | 94* | -14 | 1.1 | -4 | 0.4 | 60*
3 | O=c1cc(-c2ccccc2)nc2nc[nH]n12 | 1 | 9 | 4 | 1 | -8 | 1 | -17 | 1 | 1
4 | COCCCNC(=O)CCn1c(=O)c2ccccc2n(CC(=O)Nc2ccc(C)cc2C)c1=O | 0.3 | 3 | -2 | 67* | -12 | 0.8 | 14 | 0.2 | 78*
5 | O=C(Nc1nc2c(s1)CCCC2)C1CCCN1C(=O)c1cccs1 (stereo unspecified) | 0.6 | 2 | -2 | 39 | 7 | 0.9 | -7 | 0.6 | 42
6 | CCN(CCCNC(=O)C1CCN(S(=O)(=O)c2c(C)[nH]c(=O)[nH]c2=O)CC1)c1cccc(C)c1 | 0.5 | -1 | -3 | 50 | -44 | 1.3 | -28 | 0.5 | 54*
7 | CCC(C)Oc1nc2ccccc2nc1NS(=O)(=O)c1ccccc1 (stereo unspecified) | 1 | 0 | -10 | 1 | 3 | 1.4 | 27 | 1.1 | -14
8 | COc1ccccc1Nc1nc(C)cc(C)c1C(N)=O | 1.1 | 8 | 2 | -9 | -12 | 0.8 | -7 | 1.1 | -5
9 | Cc1ccc2cc(C#N)c(N3CCCN(C(=O)C4CCCO4)CC3)nc2c1C (stereo unspecified) | 0.2 | x | x | 82* | x | 1.4 | x | 0.1 | 85*
10 | Cc1cc2c(c(=O)n1C)C(Cc1ccccc1)C(C#N)=C(N)O2 (stereo unspecified) | 0.7 | 8 | -4 | 34 | -8 | 1 | -7 | 0.2 | 83*
11 | COC(=O)c1ccc(Sc2ccccc2NS(=O)(=O)c2ccc(NC(C)=O)cc2)nc1 | 0.2 | -1 | -5 | 80* | -4 | 1.5 | 36 | 0.4 | 61*
12 | COc1ccccc1CN(C(=O)Cc1cccs1)C(C(=O)NC1CCCC1)c1ccncc1 (stereo unspecified) | 0.5 | -6 | 1 | 50 | -1 | 1.4 | -24 | 0.2 | 77*

Whole records as entered above. Values in the order: CYP2C9 activ | Rev-RRE block | EphB4 ephrin blk | CYP2C9 inh | PLK1 kinase inh | PLAP activator | Plk1 PBD FP | CYP2C19 activ | CYP2C19 inh
Results for `Cc1ccc2cc(C#N)c(N3CCCN(C(=O)C4CCCO4)CC3)nc2c1C` (stereo unspecified) = 0.2 | x | x | 82* | x | 1.4 | x | 0.1 | 85*
Results for `COC(=O)c1ccc(Sc2ccccc2NS(=O)(=O)c2ccc(NC(C)=O)cc2)nc1` = 0.2 | -1 | -5 | 80* | -4 | 1.5 | 36 | 0.4 | 61*

Continued:
# | structure | CYP2C9 activ | Rev-RRE block | EphB4 ephrin blk | CYP2C9 inh | PLK1 kinase inh | PLAP activator | Plk1 PBD FP | CYP2C19 activ | CYP2C19 inh
13 | O=C(CSc1cccc(C(F)(F)F)c1)N1CCN(S(=O)(=O)c2ccccc2)CC1 | 0.9 | x | x | 10 | x | 1.5 | x | 0.4 | 59*
14 | COC(=O)CC/C(C)=N\Nc1ccc([N+](=O)[O-])cc1[N+](=O)[O-] | 0.9 | 6 | 2 | 10 | -9 | 1 | -13 | 0.9 | 8
15 | CN(c1ccccc1)c1ccc(/C=c2\s/c(=C(/C#N)C(=O)C(C)(C)C)n(Cc3ccco3)c2=O)cc1 | 0.6 | 117*[fluorescence artefact?] | -14 | 42 | -6 | 0.7 | -212 | 0.9 | 5
16 | COc1ccc(OC(=O)c2cn(C)nc2C(F)(F)F)cc1 | 1 | -2 | -1 | 4 | -6 | 1.2 | -1 | 0.4 | 61*
17 | CCc1ccc(NC(=O)CSc2nc3cc(C(=O)OC)ccc3c(=O)n2Cc2ccco2)cc1 | 0.9 | 5 | -9 | 10 | -15 | 1 | 11 | 1.1 | -8
18 | CCNc1nc(NCC)nc(SCCOC(=O)c2ccccc2)n1 | x | 12 | 6 | x | -14 | x | -1 | x | x
19 | CCOC(=O)CNC(=O)C(CC(C)C)NC(=O)C1CCCCC1 (stereo unspecified) | 1.1 | 8 | 4 | -12 | -11 | 1.3 | 1 | 1 | 2
20 | CCOC(=O)C1(C(C)(C)CC)CC(CSc2nc3ccccc3[nH]2)OC1=O (stereo unspecified) | x | 17 | -8 | x | -4 | x | 6 | x | x
21 | COc1ccc(/C=C/C(=O)CC(O)(c2ccccc2)C(F)(F)F)cc1 (stereo unspecified) | x | 20 | 6 | x | 11 | x | 8 | x | x
22 | COc1ccccc1CNC(=O)C1CC(c2ccccc2[N+](=O)[O-])=NO1 (stereo unspecified) | 2.8* | -2 | -9 | -180 | -17 | 0.9 | 8 | 0.6 | 43
23 | Cc1cc(=O)oc2ccc(OCC(=O)N3CCC(C)CC3)cc12 | 0.9 | 2 | 8 | 15 | -14 | 1 | 9 | 0.5 | 55*
24 | O=C1c2ccccc2C(=O)N1CCCCCc1nc(-c2ccccc2)no1 | 0.6 | 4 | -3 | 40 | -11 | 0.8 | -8 | 0.9 | 6
25 | COc1ccc(CNC(=O)C(c2ccc(C)o2)N(C(=O)c2csnn2)c2ccc(C(C)C)cc2)cc1 (stereo unspecified) | 0.5 | 0 | 1 | 52* | -14 | 1.4 | -16 | 0.5 | 51*
26 | Cc1ccc2oc(=O)c3cnn(CC(=O)Nc4ccccc4N4CCN(C)CC4)c3c2c1 | 0.5 | x | x | 49 | x | 1.5 | x | 0.9 | 9
27 | CCOc1ccc(NC(=O)c2ccccc2NC(=O)CN(C)CC(=O)Nc2ccc(C)cc2)cc1 | 0 | -4 | 0 | 97* | -13 | 1.1 | 24 | 0.1 | 94*
28 | COC(=O)C(NC(=O)c1ccccc1)=C1C=C(C)OC(C)=C1 | 1 | 8 | -9 | -4 | -1 | 0.9 | -8 | 0.9 | 5
29 | CCOC(=O)/C=C1\NC(=O)C(C)S1 (stereo unspecified) | 2.1* | 12 | 5 | -110 | 5 | 1 | -43 | 1 | 5
30 | COc1ccc(C(F)(F)F)cc1N/C=C\c1nnnn1-c1ccccc1 | 0.3 | 1 | -7 | 71* | -10 | 1 | 17 | 0.3 | 65*
31 | COC(=O)C1=C(CSc2nccn2C)NC(=O)NC1c1cc(C)ccc1C (stereo unspecified) | 0.7 | -1 | 0 | 28 | -1 | 1 | 15 | 0.5 | 49
32 | CCOc1ccc(N2C(=O)CC(SCCN)C2=O)cc1 (stereo unspecified) | 1 | 3 | 0 | 0 | -5 | 0.9 | 13 | 0.7 | 25
33 | Cc1cc(C)cc(OCCCOc2cccc3cccnc23)c1 | 1.4 | 16 | -1 | -42 | -7 | 1.1 | 0 | 0.1 | 87*
34 | Cc1nn(C(=O)N2CCOCC2)c(C)c1CN1C(=O)c2ccccc2C1=O | x | 5 | -3 | x | -1 | x | -34 | x | x
35 | CC(C)[C@@H](C(=O)NCC1CCC(C(=O)O)CC1)n1nnc2ccccc2c1=O (stereo partly specified) | 0.9 | 5 | 0 | 7 | 0 | 1.4 | -12 | 0.8 | 18
36 | Cc1nc(NC2=NC(C(=O)Nc3ccc(Cl)cc3)CC(=O)N2)nc2ccccc12 (stereo unspecified) | 1 | 7 | 4 | 2 | -9 | 1 | 5 | 1 | 2
37 | O=C(NCc1ccco1)c1cc2sccc2n1Cc1ccc(F)cc1 | 0.4 | 6 | 2 | 61* | -8 | 1 | 11 | 0.7 | 33
38 | COc1ccc(C(=O)Nc2cc(OC)cc(OC)c2)cc1 | 1.1 | -3 | -6 | -10 | -10 | 0.7 | -30 | 0.1 | 86*
39 | c1ccc(-c2cc3c(nn2)CCc2nonc2-3)cc1 | 0.7 | 12 | -6 | 32 | -2 | 0.9 | -17 | 0.5 | 46
40 | Cc1ccc(NC(=O)C2CCN(S(=O)(=O)c3c(C)[nH]c(=O)[nH]c3=O)CC2)cc1 | 1 | 6 | 5 | 5 | -13 | 1.1 | 3 | 1 | -2
41 | Cc1ccc(C(=O)NC(=S)Nc2ccccc2C(F)(F)F)c(C)c1 | x | -5 | -1 | x | 8 | x | 15 | x | x
42 | O=C(c1ccc(C(F)(F)F)cc1)N1CCCCC1 | 1 | x | x | 3 | x | 1 | x | 0.8 | 18
43 | Cc1cc(NC(=O)c2cccs2)n(-c2ccccc2)n1 | 0.6 | 4 | 4 | 36 | -4 | 0.9 | -9 | 0.3 | 70*
44 | COc1ccc(NC(=O)C(Cc2ccccc2)NC(=O)c2ccco2)cc1OC (stereo unspecified) | 1 | 6 | 8 | -2 | -3 | 1.2 | 5 | 0.8 | 18
45 | CCCNC(=O)N1CCN(S(=O)(=O)c2ccc(C)cc2)CC1 | 1.1 | -3 | -2 | -6 | -12 | 1 | -21 | 0.9 | 9
46 | NC(=O)CSc1nc(O)cc(=O)n1-c1ccccc1 | 1.1 | 5 | -6 | -6 | -11 | 1 | -6 | 1.1 | -6
47 | CCOC(=O)c1nnn(CC(=O)Nc2cc(F)ccc2F)c1C(=O)OCC | 0.6 | 8 | 1 | 44 | -5 | 1 | -8 | 0.3 | 68*
48 | COCCNC(=O)c1onc(CSc2ccccc2C)c1C(=O)O | 0.8 | 3 | -4 | 16 | -6 | 0.9 | 12 | 0.7 | 26
49 | O=C(c1cc(-c2ccncc2)nc2ccc(Br)cc12)N1CCN(c2ccccn2)CC1 | 0 | 2 | 2 | 98* | -10 | 1 | 9 | 0.2 | 79*
50 | COC(=O)c1ccccc1S(=O)(=O)C(C)(C)C | x | 3 | -5 | x | -7 | x | -4 | x | x
51 | O=C(C1CCN(S(=O)(=O)c2cccc3cccnc23)CC1)N1CCN(c2ccc(Cl)cc2)CC1 | 2.3* | 0 | -1 | -132 | -16 | 1.5 | 10 | 0.1 | 85*
52 | CSc1nc(N)nc(SC2C=CCCC2)c1C#N (stereo unspecified) | 0.8 | 6 | -2 | 21 | -2 | 1.6 | -5 | 0.9 | 14
53 | O=[N+]([O-])/C=C/c1c(OCc2ccccc2)ccc2ccccc12 | 0.5 | 22 | -8 | 48 | -5 | 0.6 | -16 | 0.9 | 5
54 | COC(=O)Nc1c(C(=O)OC)cc(OC)c(OC)c1OC | 1.1 | 10 | 0 | -12 | -11 | 0.9 | -19 | 0.9 | 7
55 | CCOc1ccc(NC(=O)Nc2cccs2)cc1 | 0.7 | 12 | 4 | 30 | 1 | 0.8 | 6 | 0.6 | 36
56 | O=C(COC(=O)c1ccccn1)Nc1nccs1 | 0.8 | 4 | 5 | 21 | 2 | 1.1 | 4 | 0.9 | 6
57 | Cc1ccc(C2C3=C(CC(C)(C)CC3=O)NC3=C2C(=O)CC(C)(C)C3)o1 | 0.8 | 3 | -3 | 20 | -3 | 1.7 | 13 | 0.9 | 12
58 | CC1(C(=O)O)CCC(C(=O)N2CCOCC2)C1(C)C (stereo unspecified) | 1.1 | 3 | 0 | -8 | -8 | 1.1 | -21 | 1 | 4

Source: PubChem (several laboratories)
